TDP43 rescue = rescues yeast growth from TDP-43 toxicity. TDP-43 expressing yeast growth rescue, BacTiter-Glo, 24 h. Potency, µM (doses to about 46.1 µM), inactives show top-dose growth rescue (activation), actives largely listed as activators. hit rate 1.8% among 410,000. AID 652104; note: potency is the fitted concentration of half-maximal effect; % of control where 0% means no effect; nearly all actives have a fitted effect of over 50% in size
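Galactose-induced TDP-43 yeast, OD600=0.02, compound pinned; 24 hr, 30 deg C; BacTiter-Glo luminescence for growth. Inhibitors of TDP-43 toxicity read as activators.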
Mm-Cpn inhibitor = inhibitors of Methanococcus maripaludis chaperonin (MmCpn); hit rate 0.031% among 330,000; Potency, µM (highest dose often 76.9 µM), without a hit: at the top dose activity, negative = inhibition, usual class: inhibitors; purified Mm-Cpn ATPase, ADP Transcreener TR-FRET; note: potency is the fitted concentration of half-maximal effect; % is set by controls: 0 for no effect and ±100 for the full control effect; nearly all actives have a fitted effect of over 80% in size
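TR-FRET (320 nm excitation; 590 and 665 nm emission) reports ADP made from 10 uM ATP by 25 nM enzyme; compounds were preincubated 10 min, reaction run 30 min, both at 37°C.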
aSyn yeast inh = rescues yeast growth from alpha-synuclein toxicity; Yeast expressing alpha-synuclein, growth rescue, BacTiter-Glo, 24 h; Potency, µM (top dose mostly 46.1 µM), inactives show at the top dose growth rescue (activation), usual class: activators; hit rate 0.14% among 370,000; note: potency is the fitted concentration of half-maximal effect; % of control where 0% means no effect; nearly all actives have a fitted effect of over 65% in size
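Readout is rescue of growth in alpha-synuclein-expressing yeast, so inhibitors of toxicity appear as activators. Growth after 24 hr at 30 deg C in galactose medium is quantified by luminescence.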
HEK293 tox = cytotoxicity in counter-screen for GLP-1R inverse agonists; HEK293 cAMP-luciferase reporter cells, luminescence, 24 h; Potency, µM (series often up to 38.3 µM), for inactives: at the highest dose activity change, negative = inhibition, hits mostly inhibitors; hit rate 0.13% among 410,000;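 note: loss of luciferase light is scored as toxicity; potency is the fitted concentration of half-maximal effect; % is set by controls: 0 for no effect and ±100 for the full control effect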
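To flag toxic compounds, the library was rerun on cells for 24 hr at 37 deg C and 5% CO2. Viability-linked luminescence was captured 12 min after adding luciferase detection reagent.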
Akt phos inh = inhibitors of Akt phosphorylation; Neuro2A IGF-stimulated pAkt S473 HTRF, 20 min; hits give low values; activity change, % for hits at 50 µM; hit rate 0.32% among 360,000; in the data active = activity change below about -80%; inconclusive = mostly about -51% to -80%; note: % is set by controls: 0 for no effect and ±100 for the full control effect
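Single-point screen (50 µM final compound) in Neuro2A cells stimulated 20 min with 6 nM IGF at 37 deg C. After lysis, Ser473-phosphorylated Akt read by HTRF (ex 330 nm, em 615/665 nm) as the 665/615 ratio.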
FUS suppressor = suppressors of FUS proteinopathy in yeast. hit rate 0.24% among 390,000. Potency, µM (series often up to 76.6 µM), for inactives: at the highest dose growth rescue (activation), most hits filed as activators. S. cerevisiae FUS-expressing, growth rescue, OD600, 24 h;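 note: potency is the fitted concentration of half-maximal effect; plate controls were DMSO vehicle for no effect and reference control for full effect; nearly all actives have a fitted effect of over 55% in size; some results filed as inactive show a strong effect at the top dose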
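Galactose (2%) drives FUS expression in yeast precultured in raffinose; seeding density OD 0.005. Test compounds incubated 24hr at 30C and 99% humidity before absorbance at 600 nm was measured.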
PTHR1 agonist = activates the human parathyroid hormone receptor PTHR1. hit rate 0.075% among 410,000. Potency, µM (doses to about 115 µM), without a hit: top-dose activation, actives largely listed as activators. Q03431. HEK293 GP2 PTHR1 cells, GloSensor cAMP luminescence, 1 h; note: potency is the fitted concentration of half-maximal effect; nearly all actives have a fitted effect of over 55% in size; some results filed as inactive show a strong effect at the top dose; inactives centre near -15; many of its hits are not listed in these tables
Target sequence (Q03431 whole entry, looked up): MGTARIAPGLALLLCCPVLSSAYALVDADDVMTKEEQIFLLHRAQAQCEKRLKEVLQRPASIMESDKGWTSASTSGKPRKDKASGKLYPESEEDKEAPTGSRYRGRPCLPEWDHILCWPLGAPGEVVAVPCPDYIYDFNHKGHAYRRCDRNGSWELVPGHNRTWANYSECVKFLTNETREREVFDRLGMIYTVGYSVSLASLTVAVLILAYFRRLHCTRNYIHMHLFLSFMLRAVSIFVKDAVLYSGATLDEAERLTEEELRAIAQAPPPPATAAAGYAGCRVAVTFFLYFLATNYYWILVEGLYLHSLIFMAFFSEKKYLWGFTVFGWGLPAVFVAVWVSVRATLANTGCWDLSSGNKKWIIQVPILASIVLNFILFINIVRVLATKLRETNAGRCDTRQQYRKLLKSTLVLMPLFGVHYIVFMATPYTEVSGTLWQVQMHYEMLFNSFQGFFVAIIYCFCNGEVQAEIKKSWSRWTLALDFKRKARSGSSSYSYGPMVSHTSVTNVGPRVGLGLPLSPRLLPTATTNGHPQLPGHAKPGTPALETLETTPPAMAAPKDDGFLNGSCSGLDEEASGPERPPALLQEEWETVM
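HEK-293-derived GP2 cells expressing PTHR1 and a GloSensor cAMP reporter, 3,000/well, plated overnight, given luciferin plus IBMX (each 0.5 mM as added) for 1 h at 37 °C, then compound for 1 h at 37 °C. Luminescence was read after 15 min at room temperature.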
GLP-1R inv ag = GLP-1 receptor (human) inverse agonism. hit rate 1.6% among 410,000. P43220. HEK293 GLP-1R CRE-luciferase, luminescence, 24 h; GLP-1R form is constitutively active. Potency, µM (doses to about 38.3 µM), inactives show at the highest dose activity change, negative = inhibition, hits mostly inhibitors. AID 624417; note: potency is the fitted concentration of half-maximal effect; % is set by controls: 0 for no effect and ±100 for the full control effect; nearly all actives have a fitted effect of over 55% in size
Target sequence (P43220 whole entry, looked up): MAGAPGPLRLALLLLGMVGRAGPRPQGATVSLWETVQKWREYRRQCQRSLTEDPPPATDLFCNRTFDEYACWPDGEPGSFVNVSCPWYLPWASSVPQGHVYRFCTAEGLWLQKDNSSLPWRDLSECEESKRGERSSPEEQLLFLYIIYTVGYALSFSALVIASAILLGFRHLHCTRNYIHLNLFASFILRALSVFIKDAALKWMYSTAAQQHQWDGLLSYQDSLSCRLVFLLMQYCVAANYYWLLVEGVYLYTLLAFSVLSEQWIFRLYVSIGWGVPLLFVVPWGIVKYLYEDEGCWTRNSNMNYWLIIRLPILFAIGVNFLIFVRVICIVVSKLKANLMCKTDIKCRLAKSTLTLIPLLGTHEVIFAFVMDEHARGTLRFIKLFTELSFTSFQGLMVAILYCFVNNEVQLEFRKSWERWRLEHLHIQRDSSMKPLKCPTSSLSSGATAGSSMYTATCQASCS
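GLP-1R inverse agonism mode: basal reporter luminescence in engineered HEK293 cells measured after one day of compound exposure at 37 deg C, with a 12 min room-temperature detection step.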
Abeta yeast res = restores growth of yeast expressing A-beta42 peptide. yeast expressing A-beta42, growth rescue, OD600, 48 h; response scale: 0% DMSO, 100% iron-clioquinol control. Potency, µM (highest dose often 46.1 µM), without a hit: at the top dose growth rescue, actives largely listed as activators. hit rate 0.063% among 410,000. AID 1347071; note: potency is the fitted concentration of half-maximal effect; nearly all actives have a fitted effect of over 55% in size
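Growth rescue measured by 600 nm absorbance after 48 h yeast culture at 30 C with compound. Values normalized between DMSO and an equimolar ferric chloride plus clioquinol control.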
Starred values were filed as active, the others as inactive; i = inactive; ? = inconclusive; . = not tested or not shown; & = joins results of further samples; [ ] = remark or other dose. Unless noted, calls come from the whole dose curve; as a rule, active = well fitted curve in the direction sought with a large enough effect; inconclusive = small, poorly fitted or top-dose-only effect, or another doubt; inactive = no such curve, though single readings can be large; an effect the other way counts as inactive or inconclusive.

SMILES | TDP43 rescue | Mm-Cpn inhibitor | aSyn yeast inh | HEK293 tox | Akt phos inh | FUS suppressor | PTHR1 agonist | GLP-1R inv ag | Abeta yeast res
Cc1ccc(CNC(=O)CCCn2c(=O)c3ccccc3n(Cc3ccccc3Cl)c2=O)cc1 | 7% | . | . | 6% | . | 9% | ? | 5% | -9%
O=C1OCC(c2ccccc2)=C1c1ccc(S(=O)(=O)N2CCOCC2)s1 | 3% | 0% | 3% | 12% | i | 16% | -5%[57.5 µM] | -25% | 9%
O=S1(=O)CCC(NC(=S)NC2CCS(=O)(=O)C2)C1 (configuration not stated) | -23% | -4% | 0% | 3% | i | 12% | i | 19% | -16%
CCOc1cc(/C=C\[N+](=O)[O-])ccc1OCC(=O)N1CCOCC1 | -70%[inhibitor] | -1% | 5% | ? | i | 15% | -34%[inhibitor] | -20% | -82%[inhibitor]
Cc1c(C(=O)N2CCN(c3ccccc3)CC2)sc2nc3n(c(=O)c12)CCC3 | 14%&29% | -1% | -2% | 23%&7% | i | 20%&-4% | 13% | 33%&10%[activator] | -28%&-26%
Cc1ccc(S(=O)(=O)N2CCC(=O)N(CCOCc3cccc(F)c3)CC2)cc1 | ? | -5% | 1% | -4% | i | 7% | -20% | 2% | -5%
CCOC(=O)N1CCN(C(=O)C[C@@H]2C[C@@]3(C(=O)OC)CC(C)(C)CC=C3N(Cc3cccc4ccccc34)C2=O)CC1 | 27% | . | ? | -10% | i | ? | -3% | ? | -25%
Cc1ccc(CNC(=O)Cn2cnc3cc([N+](=O)[O-])ccc3c2=O)cc1 | -7% | 1% | 19% | 6% | i | . | i | 0% | 3%
Cc1ccc(C(=O)OCc2cc3ccccc3[nH]c2=O)cc1 | -16% | -3% | -7% | 20% | i | -9% | ? | 3% | 1%
Cc1ccc(-c2noc(CCCC(=O)NC3CCCCC3)n2)cc1 | 0% | 3% | 6% | 11% | i | 14% | -28% | ? | -6%
O=C1c2ccccc2OCOc2ccccc21 | 1% | -1% | 0% | 3% | i | -18% | -6%[57.5 µM] | 0% | -2%
O=C(/C=C/c1ccc(Cl)cc1Cl)c1cccnc1 | 22% | -4% | 23% | -24% | i | -19% | -20% | -19% | -52%[inhibitor]
CCOC(=O)c1cc2nc(OCC)nc(OCC)c2[nH]1 | 0% | . | 8% | 0% | i | 7% | i | 1% | 20%
COc1cc(OC)cc(C(=O)Nc2ccc(S(=O)(=O)Nc3nc(C)cc(C)n3)cc2)c1 | -13%[9.22 µM] | -2% | -1% | 12%[7.66 µM] | i | 17% | -26% | 20%[7.66 µM] | -3%
Nc1ccc(C#Cc2ccccc2)cc1 | 14µM* | -2% | 5% | ? | i | 23% | i | 0% | -4%
O=C(c1ccc(F)cc1)N1CCN(c2cc(=O)[nH]nc2-c2ccccc2)CC1 | -10% | 1% | -6% | -4% | i | -5% | i | 2% | -2%
CC(C)(C)c1ccc(C2SCC(=O)N2c2cccc(C(=O)O)c2)cc1 (configuration not stated) | 0% | 0% | 2% | 6% | i | -6% | -3% | -15% | 7%
Cc1ccc(-n2nc(-c3ccco3)cc2C(=O)O)c(C)c1 | -4% | -5% | 9% | 18% | i | 36% | i | -14% | 10%
Cc1coc(C)c1C(=O)CC1(O)C(=O)Nc2cc(Cl)cc(Cl)c21 (configuration not stated) | 4% | -4% | 10% | -5% | i | -9% | -23%[57.5 µM] | ? | 11%
COc1ccccc1C1NC(=O)c2n[nH]c(-c3cccs3)c21 (configuration not stated) | 0% | . | . | -9% | . | -29% | -55%[inhibitor] | 0% | -5%
Cc1ccc(CNC(=O)c2c(-c3cccc(Br)c3)noc2C)o1 | ? | . | . | -7% | . | 2% | 13% | -15% | -10%
Cc1c(C)n(Cc2ccccc2)c2ccc(C(=O)NCCc3ccccc3Cl)cc12 | -5% | . | . | 1% | . | 33% | i | 10µM* | -11%
CCOC(=O)CSc1nnc(-c2ccco2)n1-c1ccc(C)cc1 | ? | 0% | 2% | -12% | i | 4% | i | -24% | 14%
CCOC(=O)N1CCC(N(CCN(C)C)C(=S)Nc2ccccc2Cl)CC1 | 3% | 1% | 0% | -3% | i | -11% | -24% | -4% | -2%
Clc1ccc2c(c1)C1CC2CCN1Cc1ccccc1 (configuration not stated) | 18% | . | 2% | -1% | i | -26% | 20% | -15% | -3%
CCN(CC)S(=O)(=O)c1ccc(NN=C2CCN(C(C)C)CC2)c([N+](=O)[O-])c1 | 1% | 2% | -4% | -9% | i | -18% | -15% | ? | -19%
CC1CCCCN1C(=O)c1ccc(C(=O)c2ccccc2)cc1 (configuration not stated) | ? | 1% | 2% | -28% | i | 8% | -13% | ? | -11%
CC(C)CN1CCc2nc(N3CCN(C)CC3)ncc2C1 | 4% | . | . | -19% | . | -19% | ? | -16% | 3%
COc1ccc(-c2cc3nc(C)c(CCC(=O)NC(C)c4ccccc4)c(C)n3n2)c(OC)c1 (configuration not stated) | 12% | . | . | 2% | . | 41% | -14% | 0% | 5%
CCn1cc(C(=O)NCCCOC)c(=O)c2cc(S(=O)(=O)N3CCc4ccccc4C3)ccc21 | -4% | . | . | -6% | . | 0% | i | 1% | -8%
Brc1ccc(N=C(c2ccccc2)c2ccncc2)cc1 | -24% | -2% | 2% | 12% | i | . | i | 5% | 6%
CCP(=O)(CC)c1cccc(N)c1 | 3% | -4% | 1% | -4% | i | 16% | -19%[57.5 µM] | -1% | 3%
CNC(=O)c1ccsc1NC(=O)C1CCN(S(=O)(=O)c2cccs2)CC1 | -14% | -4% | 2% | -13% | i | 25% | -25% | -31% | -11%
CC(=O)c1ccc(Sc2nnc(C)s2)c([N+](=O)[O-])c1 | -2% | 1% | 1% | -3% | i | -10% | i | 15% | -2%
O=C(Nc1ccc(F)c(Cl)c1)c1cc(C2CCCCN2C(=O)CCc2ccccc2)on1 (configuration not stated) | 18% | . | 18% | -7% | i | ? | -15% | ? | 16%
Clc1nc(Cl)c2ncn(-c3ccccc3)c2n1 | ? | . | -17% | -2% | i | 13% | i | 73%[activator] | -24%
Cc1ccc(NS(=O)(=O)c2ccc3c(c2)OCCCO3)cc1S(=O)(=O)N1CCOCC1 | 22% | 0% | 9% | 6% | i | 5% | -29% | 16% | 0%
COc1ccccc1C(=O)Nc1ccnn1C1CCN(C2CCCCC2)CC1 | 15% | . | -9% | 3% | i | 4% | 4% | -9% | -7%
OC(CCCC(O)c1ccccc1)c1ccccc1 (configuration not stated) | 19% | . | 11% | 4% | i | 3% | i | -16% | 15%
CS(=O)(=O)N1CCc2cc(-c3csc(NCC4CCCO4)n3)ccc21 (configuration not stated) | -21% | -12% | -11% | -7% | i | 28% | -7%[57.5 µM] | 50%[activator] | -26%
Cc1nc2nc(C)c(NS(=O)(=O)c3ccc(C4CCCCC4)cc3)c(=O)n2[nH]1 | 4% | 2% | -5% | 2% | i | 2% | i | 76%[activator] | -7%
CN(Cc1nc(-c2cccc(Cl)c2)no1)C1CCOCC1 | -7% | 0% | 2% | 7% | i | -16% | -5% | 20% | .
CC1C(=O)N(Cc2cn(CCC3OCCO3)nn2)CCS(=O)(=O)N1Cc1ccc(-c2ccc(F)cc2)cc1 (configuration not stated) | 17% | . | 4% | -35% | i | 34% | -64%[inhibitor] | ? | -6%
CCc1nn2cc(C(=O)c3ccccc3O)cnc2c1-c1ccc(F)cc1 | 7% | 0% | 6% | 4% | i | 18% | -18% | ? | -16%

9 entries from above, with two lines to a compound.
Every second line gives: TDP43 rescue, Mm-Cpn inhibitor, aSyn yeast inh, HEK293 tox, Akt phos inh, FUS suppressor, PTHR1 agonist, GLP-1R inv ag, Abeta yeast res
CNC(=O)c1ccsc1NC(=O)C1CCN(S(=O)(=O)c2cccs2)CC1
    -14%, -4%, 2%, -13%, i, 25%, -25%, -31%, -11%
CC(=O)c1ccc(Sc2nnc(C)s2)c([N+](=O)[O-])c1
    -2%, 1%, 1%, -3%, i, -10%, i, 15%, -2%
O=C(Nc1ccc(F)c(Cl)c1)c1cc(C2CCCCN2C(=O)CCc2ccccc2)on1 (configuration not stated)
    18%, ., 18%, -7%, i, ?, -15%, ?, 16%
Clc1nc(Cl)c2ncn(-c3ccccc3)c2n1
    ?, ., -17%, -2%, i, 13%, i, 73%[activator], -24%
Cc1ccc(NS(=O)(=O)c2ccc3c(c2)OCCCO3)cc1S(=O)(=O)N1CCOCC1
    22%, 0%, 9%, 6%, i, 5%, -29%, 16%, 0%
COc1ccccc1C(=O)Nc1ccnn1C1CCN(C2CCCCC2)CC1
    15%, ., -9%, 3%, i, 4%, 4%, -9%, -7%
OC(CCCC(O)c1ccccc1)c1ccccc1 (configuration not stated)
    19%, ., 11%, 4%, i, 3%, i, -16%, 15%
CS(=O)(=O)N1CCc2cc(-c3csc(NCC4CCCO4)n3)ccc21 (configuration not stated)
    -21%, -12%, -11%, -7%, i, 28%, -7%[57.5 µM], 50%[activator], -26%
Cc1nc2nc(C)c(NS(=O)(=O)c3ccc(C4CCCCC4)cc3)c(=O)n2[nH]1
    4%, 2%, -5%, 2%, i, 2%, i, 76%[activator], -7%

Some of the compounds tested; count on the stated rates, not on these rows.
